Compound activity (PubChem BioAssay)
UHRF1 binding: UHRF1 methyl-DNA binding inhibition; inhibition, % at 4.4 µM; hit rate 0.75% among 370,000; Q96T88; UHRF1 binding to methylated oligo, TR-FRET; in the data active = inhibition above about 21%;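 note: UHRF1 SRA domain binding a hemimethylated CpG hairpin DNA probe; 0% = median of test compound wells and 100% = reference inhibitor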
mABHD4 FP: ABHD4 (mouse) inhibition, primary FP screen. purified mABHD4, FP-Rh probe fluorescence polarization. hit rate 0.54% among 370,000. inhibition, % at 8.92 µM. Q8VD66;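 active = inhibition exceeding the mean over every tested compound plus 3 SD, cut at about 30% in these data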;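 note: 0% = plate median of compound wells and 100% = S159A mutant with DMSO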
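Assay system: mABHD4 protein; medium: HEPES pH 7.0, NaCl, Pluronic buffer; dosing: 8.92 µM, single dose; schedule: 45 min + 60 min at 25 °C; signal: FP readout, ex 525 nm / em 598 nm; read-out: normalized percent inhibition of probe labeling; repeats: single replicate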
rCAG binder: r(CAG) repeat RNA binding; TO-PRO-1 dye displacement fluorescence; hit rate 1.3% among 370,000; inhibition, % at 3 µM;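 active = inhibition above the plate cutoff, the mean of all test compounds on that plate plus 3 SD, cut at about 35% in these data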;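 note: 0% = DMSO alone and 100% = 100 µM mitoxantrone as full dye displacement; higher means more dye released from RNA so lower well fluorescence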
MBD2 DNA inh: MBD2-methylated oligo binding inhibition; Q9UBB5; TR-FRET, MBD2 binding to methylated oligonucleotide; inhibition, % at 4.4 µM; hit rate 0.31% among 370,000; AID 686964; in the data active = inhibition above about 13%
Target sequence (Q9UBB5 whole entry, looked up): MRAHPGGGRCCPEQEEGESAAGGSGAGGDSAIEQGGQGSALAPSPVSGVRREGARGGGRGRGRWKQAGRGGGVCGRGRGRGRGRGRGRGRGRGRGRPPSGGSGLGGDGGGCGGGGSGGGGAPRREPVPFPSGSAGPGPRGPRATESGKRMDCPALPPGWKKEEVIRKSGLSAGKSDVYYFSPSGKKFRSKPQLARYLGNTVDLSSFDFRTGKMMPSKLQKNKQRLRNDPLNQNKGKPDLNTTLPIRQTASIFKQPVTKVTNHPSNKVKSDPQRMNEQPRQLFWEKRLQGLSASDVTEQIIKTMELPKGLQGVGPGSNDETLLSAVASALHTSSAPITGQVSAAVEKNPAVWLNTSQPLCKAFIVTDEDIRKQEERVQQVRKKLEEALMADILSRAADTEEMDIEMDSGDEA
PRMT1 inh: blocks human protein arginine methyltransferase 1 | Q99873 | recombinant PRMT1, activity-based probe fluorescence polarization | inhibition, % at 2.79 µM | hit rate 1.3% among 370,000 | AID 652257;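 active = inhibition above about 21% made by adding two undisclosed values, limit read from the data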
HTRA1 inh: blocks human HTRA1 serine peptidase; inhibition, % at 5.96 µM; Q92743; hit rate 0.5% among 340,000; recombinant HTRA1, FP-rhodamine activity-based probe, fluorescence polarization; in the data active = inhibition above about 36%;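 note: 0% = enzyme with DMSO and 100% = wells lacking enzyme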
TCR CD3 inh: inhibitors of human TCR-CD3 interaction. TAMRA-labeled TCR probe fluorescence, biochemical. inhibition, % at 9.4 µM. hit rate 0.37% among 360,000. AID 651800; in the data active = inhibition above about 19%;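 note: recombinant mutant TCR 2C K166C tagged with TAMRA read by polarization; 0% = receptor in buffer alone and 100% = receptor with positive control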
NPR1 activator: GC-A (human) enzyme activation | P16066 | activation, % at 10 µM | hit rate 0.14% among 370,000 | HEK293 GC-A cells, cGMP TR-FRET, EC30 ANP; 0% at EC30 ANP, 100% saturating ANP; in the data active = activation above about 40%
SIAE inh: blocks human sialic acid acetylesterase. Q9HAT2. SIAE FP-Rh probe binding, fluorescence polarization. inhibition, % at 9.66 µM. hit rate 0.69% among 370,000. AID 1053197;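 active = inhibition above a cutoff: mean of compounds within the control limits plus 3 SD of those, cut at about 17% in these data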;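 note: 0% = plate median of compound wells and 100% = probe without SIAE protein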
Target sequence (Q9HAT2 whole entry, looked up): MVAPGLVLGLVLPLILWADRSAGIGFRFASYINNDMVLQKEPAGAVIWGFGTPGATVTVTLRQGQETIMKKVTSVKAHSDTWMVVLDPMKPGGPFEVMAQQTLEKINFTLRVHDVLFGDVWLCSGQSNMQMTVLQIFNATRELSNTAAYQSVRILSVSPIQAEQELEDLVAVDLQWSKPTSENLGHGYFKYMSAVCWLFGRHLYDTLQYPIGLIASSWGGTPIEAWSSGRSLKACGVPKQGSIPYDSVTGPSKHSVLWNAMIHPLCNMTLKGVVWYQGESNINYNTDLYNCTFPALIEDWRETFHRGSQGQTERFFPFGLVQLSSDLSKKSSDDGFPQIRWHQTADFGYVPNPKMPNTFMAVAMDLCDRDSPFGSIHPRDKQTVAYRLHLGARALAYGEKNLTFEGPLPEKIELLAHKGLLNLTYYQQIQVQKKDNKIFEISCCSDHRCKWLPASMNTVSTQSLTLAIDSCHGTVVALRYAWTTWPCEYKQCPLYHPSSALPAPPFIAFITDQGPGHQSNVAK
GC-B act: GC-B (human) receptor activation | HEK293-GC-B cells, CNP EC30, cGMP TR-FRET; 0% at EC30 CNP, 100% saturating CNP | P20594 | AID 1920062 | activation, % at 10 µM | hit rate 0.11% among 370,000;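 active = activation at 10 µM reaching about 35% in either raw or pattern-adjusted values, limit read from the data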
* marks the source's active call; other numbers are inactive results; . = no result given; & = joins results of further samples.

SMILES	UHRF1 binding	mABHD4 FP	rCAG binder	MBD2 DNA inh	PRMT1 inh	HTRA1 inh	TCR CD3 inh	NPR1 activator	SIAE inh	GC-B act
CC1=CC2=NC(=O)CC(C)(C(=O)N(CC(=O)NC(C)(C)C)Cc3ccccc3)N2C=C1 (stereo unspecified)	4	-1	-2	6	3	0	4	4	2	1
CC1(C)CC(=O)c2cc(C(=O)N3CCN(CCO)CC3)c(=O)n(-c3ccc(Cl)cc3)c2C1	0	1	-2	-9	-3	0	1	5	0	3
Cc1ccccc1C(=O)NCC(=O)Nc1ccccc1C(F)(F)F	6	3	3	-4	-5	1	11	-1	1	0
COc1ccccc1OCC(=O)Nc1ccc(CSc2ccccc2)cc1C	2	-7	1	1	-2	-8	6	-1	-2	-6
COc1ccc(Nc2nc(C)cc(C)c2C#N)cc1	1	5	-3	-4	-1	-3	5	0	3	3
O=C(NC(Cc1ccccc1)C(=O)NCCc1ccccn1)c1ccccc1 (stereo unspecified)	-1	5	0	-3	-2	7	-1	0	-4	2
Cc1nnc(SCc2ccc([N+](=O)[O-])cc2)[nH]c1=O	0	5	3	0	-3	0	9	1	3	1
CCCCOC(=O)Nc1ccc(S(=O)(=O)Nc2nc(C)cc(C)n2)cc1	3	7	3	-4	2	1	-11	-10	-6	-1
COc1ccc(NC(=O)CCCCCn2nnc3ccccc3c2=O)cc1	1	5	-1	0	4	5	-9	-2	3	5
COC(=O)C1C(C(=O)OC)C1(c1ccccc1)c1ccccc1 (stereo unspecified)	-1	3	0	0	0	-2	9	-9	6	-9
O=C(Nc1ccc2c(c1)OCCO2)N1CCN(c2ccc(F)cc2)CC1	2	-1	-6	3	-1	3	-4	-3	-5	3
COc1ccc(-c2c(C3=CCCCC3)oc3ccc(-c4ccc5c(c4)OCO5)cc23)cn1	0	0	9	-3	-1	-13	3	1	-9	0
CC1CCN(c2nc3c(c(=O)[nH]c(=O)n3C)n2CC(C)CSc2nnnn2-c2ccccc2)CC1 (stereo unspecified)	3	-2	-2	2	2	1	0	-4	4	-10
CCc1nnc(NC(=O)c2nc3nccc(C)n3n2)s1	-1	7	2	4	0	6	-8	3	-3	6
CCCCN(C(=O)C(C)N1C(=O)c2ccccc2C1=O)c1c(N)n(CCCC)c(=O)[nH]c1=O (stereo unspecified)	-1	0	0	-4	-1	-1	-5	1	19*	2
Fc1cccc(Oc2nc3ccccc3n3cccc23)c1	0	-6	-2	-4	0	-18	1	0	-5	2
CCOC(=O)Cc1csc(NC(=O)/C=C\c2ccccc2Cl)n1	-1	-23	7	4	1	.	-6	3	-13	2
N/C(CCCN1CCCCC1)=N/O	0	-2	1	-4	-4	1	4	1	-2	1
O=C(NNc1ccccc1)Nc1ccccc1F	-3	2	0	-7	13	5	-10	-9	13	4
COc1cccc(N2CCN(C(=O)CCC(=O)N3CCOc4ccc(C)cc43)CC2)c1	-1	0	1	3	1	-9	-3	-3	-1	5
COc1ccc(-c2nnc(SCC(=O)NN=C/C=C\c3ccco3)n2-c2ccc(OC)cc2)cc1	-4	-3	11	5	8	.	.	-12	-3	-4
Cc1c(NS(=O)(=O)c2ccc3c(c2)NC(=O)CC(=O)N3)cccc1[N+](=O)[O-]	1	-6	3	0	-1	-1	3	3	-2	-4
O=C(/C=C/[C@H]1O[C@@H](n2ccc(=O)[nH]c2=O)[C@H](O)[C@@H]1O)NCc1ccc2c(c1)OCO2	-3	9	2	2	0	.	3	1	6	2
COc1ccc(CN(C)C(=O)C2CSC3(C)CCC(=O)N23)cc1OC (stereo unspecified)	-1	-1	-1	-5	-2	7	3	0	-1	2
COc1ccc(N=C2SC(C(=O)Nc3ccc4c(c3)OCO4)CC(=O)N2C)cc1 (stereo unspecified)	1	-7	2	1	-3	8&0	2	0	1	-1

Four of these compounds, set out differently.
COc1ccc(CN(C)C(=O)C2CSC3(C)CCC(=O)N23)cc1OC (stereo unspecified)
  UHRF1 binding: -1	mABHD4 FP: -1	rCAG binder: -1	MBD2 DNA inh: -5	PRMT1 inh: -2	HTRA1 inh: 7	TCR CD3 inh: 3	NPR1 activator: 0	SIAE inh: -1	GC-B act: 2
CCc1nnc(NC(=O)c2nc3nccc(C)n3n2)s1
  UHRF1 binding: -1	mABHD4 FP: 7	rCAG binder: 2	MBD2 DNA inh: 4	PRMT1 inh: 0	HTRA1 inh: 6	TCR CD3 inh: -8	NPR1 activator: 3	SIAE inh: -3	GC-B act: 6
CCCCN(C(=O)C(C)N1C(=O)c2ccccc2C1=O)c1c(N)n(CCCC)c(=O)[nH]c1=O (stereo unspecified)
  UHRF1 binding: -1	mABHD4 FP: 0	rCAG binder: 0	MBD2 DNA inh: -4	PRMT1 inh: -1	HTRA1 inh: -1	TCR CD3 inh: -5	NPR1 activator: 1	SIAE inh: 19*	GC-B act: 2
COc1ccc(Nc2nc(C)cc(C)c2C#N)cc1
  UHRF1 binding: 1	mABHD4 FP: 5	rCAG binder: -3	MBD2 DNA inh: -4	PRMT1 inh: -1	HTRA1 inh: -3	TCR CD3 inh: 5	NPR1 activator: 0	SIAE inh: 3	GC-B act: 3

(next part)
SMILES	UHRF1 binding	mABHD4 FP	rCAG binder	MBD2 DNA inh	PRMT1 inh	HTRA1 inh	TCR CD3 inh	NPR1 activator	SIAE inh	GC-B act
Cc1ccc(S(=O)(=O)NCCN2CCOCC2)c(C)c1C	-2	3	-2	-9	-2	5	4	0	5	0
O=C(CN1C(=O)c2cccnc2Oc2ccc(Cl)cc21)N1CCCC1	-3	2	-3	3	-2	8	4	1	1	1
COC(=O)c1ccc(NS(=O)(=O)NC(=O)c2cn(C)c3ccccc23)cc1	2	4	2	-1	-2	4	8	4	-2	1
O=C(CSCC(=O)N1CCN(c2ccccc2)CC1)Nc1nc(-c2ccc(Cl)s2)cs1	0	-2	10	0	0	-10	10	10	2	-6
Cc1ccc(C)c(N(CC(=O)NC(C)(C)C)C(=O)CCC(=O)Nc2nccs2)c1	-1	-3	-6	1	-2	-6	2	-6	3	-3
CCC(C)[C@H](NS(=O)(=O)c1ccc(C)cc1)C(=O)N1CCC(C(=O)N[C@@H](Cc2ccccc2)C(=O)O)CC1 (stereo partly specified)	3	12	14	-3	2	1	1	-5	5	2
CCC(=O)Nc1ccc(C(=O)CN2C(=O)NC3(CCOc4ccccc43)C2=O)cc1 (stereo unspecified)	0	-6	7	1	0	0	7	0	-7	-1
CC1CCC2(CC1)NC(=O)N(CC(=O)NC(=O)Nc1ccc3c(c1)OCCO3)C2=O (stereo unspecified)	0	1	-3	1	-5	8	6	5	-5	1
CCS(=O)(=O)c1ccc(C(=O)Nc2ccccc2OC)c(Cl)c1Cl	1	1	-3	-3	7	-3	0	-2	0	5
O=C(NNC(=O)c1csc(-c2cccnc2)n1)c1ccccc1	-2	-11	1	-5	-3	-1	-6	1	10	-2
CC(C)C(OC(=O)c1ccco1)C(=O)NCc1ccccc1 (stereo unspecified)	-2	13	0	4	-1	-2	5	-2	-3	1
COC(=O)[C@@]1(Cc2ccccc2)[C@H]2C(=O)N(C)C(=O)[C@H]2[C@H]2CN=C(SCc3ccc(Cl)cc3)N21	0	-2	1	4	5	-11	-9	-4	-3	-3
COc1ccccc1CNC(=O)N1CCN(c2ccccc2C)CC1	-4	-11	2	-4	-2	-5	1	-6	11	-2
CCn1c(SCC(=O)Nc2cccc(NC(=O)c3ccco3)c2)nnc1-c1cccs1	-4	-2	2	-5	2	-7	10	0	-9	6
Cc1ccc(OCc2ccc(C(=O)NNC(=S)NCC3CCCO3)o2)c([N+](=O)[O-])c1 (stereo unspecified)	-2	6	18	1	1	3	-1	-1	5	-1
CCOc1ccsc1C(=O)NNC(=O)c1ccco1	6	3	2	-2	-1	-1	5	2	-5	2
CCCCC[C@@H]1[C@H]2[C@H]3C(=O)N(c4ccccc4)C(=O)[C@H]3CC(=O)[C@H]2[C@H](c2ccccc2)N1S(=O)(=O)c1ccc(C)cc1	-1	-14	17	-2	-2	.	6	5	-4	1
C[C@@H]([C@H](O)c1ccccc1)N(C)C(=S)Nc1ccccc1	-1	-2	0	4	3	5	-3	3	2	-4
Cc1ccc(CNC(=O)CN(CCc2ccccc2)S(C)(=O)=O)cc1	1	1	-9	-3	0	2	7	2	8	7
COc1ccc(-c2csc(NC(=S)NC(=O)/C=C/c3ccccc3)n2)cc1Br	-2	2	4	-2	-5	.	-3	-1	3	-2
COc1ccc(NC(=O)N(C)[C@H]2C[C@H]3c4[nH]c5ccccc5c4CCN3C(=O)[C@H]2CO)cc1	-4	4	4	-6	0	0	3	4	7	9
COc1ccc(CCC(=O)Nc2cc(Cl)ccc2OC)cc1	1	8	-7	-2	4	-6	-4	-9	-4	-8
COCC(C)NC(=O)c1ccccc1OC(C)=O (stereo unspecified)	0	-4	-3	4	-3	-3	6	0	3	-1
C[C@@H]1CN([C@H](C)CO)C(=O)CCCn2cc(nn2)CO[C@H]1CN(C)S(=O)(=O)c1cccs1	-2	-2	1	3	1	.	10	0	7	4
O=C(NN=C1CCCC1)c1ccccc1OCCOc1ccccc1	-3	-6	-2	2	-8	-16	6	1	2	-5

Taken from the entries so far for reference:
SMILES	UHRF1 binding	mABHD4 FP	rCAG binder	MBD2 DNA inh	PRMT1 inh	HTRA1 inh	TCR CD3 inh	NPR1 activator	SIAE inh	GC-B act
CCC(C)[C@H](NS(=O)(=O)c1ccc(C)cc1)C(=O)N1CCC(C(=O)N[C@@H](Cc2ccccc2)C(=O)O)CC1 (stereo partly specified)	3	12	14	-3	2	1	1	-5	5	2
CCC(=O)Nc1ccc(C(=O)CN2C(=O)NC3(CCOc4ccccc43)C2=O)cc1 (stereo unspecified)	0	-6	7	1	0	0	7	0	-7	-1
CC1CCC2(CC1)NC(=O)N(CC(=O)NC(=O)Nc1ccc3c(c1)OCCO3)C2=O (stereo unspecified)	0	1	-3	1	-5	8	6	5	-5	1

Further entries:
SMILES	UHRF1 binding	mABHD4 FP	rCAG binder	MBD2 DNA inh	PRMT1 inh	HTRA1 inh	TCR CD3 inh	NPR1 activator	SIAE inh	GC-B act
Nc1ccc(-c2cnc[nH]2)cc1[N+](=O)[O-]	-22	3	0	-26	-1	9	5	-8	4	-6
CSCCC(=O)N1CCC(CCC(=O)NC2CC2)CC1	2	-3	-2	-2	-1	8	0	-2	-5	10
CCN(Cc1cnn(C)c1)C(=O)c1ccc2nc(Cc3cccc(Cl)c3)oc2c1	-1	-3	-6	-1	1	2	9	2	0	0
Clc1ccc(C2=NNC(=NCC3CCCO3)SC2)cc1 (stereo unspecified)	-5	5	2	-8	12	-5	7	6	3	-8
CC(C)c1ccc(N=c2c([N+](=O)[O-])nn(-c3ccc4c(c3)OCCO4)n2O)cc1	1	13	1	5	-1	10	-2	5	3	7
Cc1ccc2nc(NC(=O)Cn3cc4c(n3)CCCCC4)sc2c1	1	-5	9	1	0	-16	1	0	-1	-8

Only part of the results is shown, so the mix of outcomes need not match the whole.
